# HSP90 refold inh – blocks HSP90-mediated luciferase refolding in reticulocyte lysate | inhibition, % at 5.6 µM | Rabbit reticulocyte lysate, luciferase refolding luminescence, 3 h | AID 1789 | 290,000 compounds, 0.91% hits;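 active = inhibition above the screen-wide mean plus 3 SD, computed separately per campaign, cut at about 16% in these data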;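 also: 0% = DMSO wells and 100% = 60 µM geldanamycin wells; inhibitors lower the luminescence because luciferase stays unfolded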
# Platelet DG rel – platelet dense granule release activity | AID 1663 | inhibition, %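 (compounds screened at 7.5 µM in platelet-rich plasma)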 | human platelet-rich plasma, SFLLRN dense granule ATP release, luminescence | 300,000 compounds, 0.22% hits;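 active = mean replicate score, as percent of positive control, at or above 50; inconclusive = mean below 50 but at least one replicate at or above 50; inactive = mean and every replicate below 50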
# GSK3B inh – inhibitors of human GSK3beta kinase | 300,000 compounds, 0.038% hits | P49841 | GST-GSK3beta kinase, ADP-Glo luminescence, 60 min; hits give low values | AID 2097 | activity score (negative = inhibition), % at 10 µM;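 active = more than half of replicate wells score below -50%, meaning over 50% inhibition versus plate controls; inconclusive = some replicates but at most half score below -50%; inactive = no replicate scores below -50%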;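 also: 0% = median DMSO wells and -100% = median GW8510 positive control wells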
# Target sequence (P49841 whole entry, looked up): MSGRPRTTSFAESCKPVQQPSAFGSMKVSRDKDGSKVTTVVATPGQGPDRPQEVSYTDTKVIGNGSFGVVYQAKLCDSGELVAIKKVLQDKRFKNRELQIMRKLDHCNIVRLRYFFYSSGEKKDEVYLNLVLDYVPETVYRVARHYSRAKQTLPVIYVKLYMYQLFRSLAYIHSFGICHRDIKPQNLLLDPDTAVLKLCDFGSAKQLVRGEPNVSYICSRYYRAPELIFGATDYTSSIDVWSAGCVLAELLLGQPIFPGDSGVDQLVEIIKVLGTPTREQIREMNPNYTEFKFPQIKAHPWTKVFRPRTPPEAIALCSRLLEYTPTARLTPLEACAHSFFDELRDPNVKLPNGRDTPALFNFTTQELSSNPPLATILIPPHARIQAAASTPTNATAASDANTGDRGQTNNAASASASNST
#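 Test system: GST-tagged human GSK3beta kinase, cell-free; evaluation: activity score scaled between in-plate DMSO and GW8510 controls; measured by: ADP-Glo luminescence; incubation: 60 min reaction, RT; benchmarks: DMSO and 20 µM GW8510; reagent: peptide substrate plus 25 µM ATP (final); medium: Tris/MgCl2 kinase buffer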
# HDAC3 inhib – blocks human histone deacetylase 3; O15379; 320,000 compounds, 0.15% hits; recombinant HDAC3, fluorogenic peptide/trypsin coupled, fluorescence; inhibition, % at 8.3 µM; in the data active = inhibition above about 26%, passing the limit was not always enough; inconclusive = no clear call, values can overlap the other calls
# Target sequence (O15379 whole entry, looked up): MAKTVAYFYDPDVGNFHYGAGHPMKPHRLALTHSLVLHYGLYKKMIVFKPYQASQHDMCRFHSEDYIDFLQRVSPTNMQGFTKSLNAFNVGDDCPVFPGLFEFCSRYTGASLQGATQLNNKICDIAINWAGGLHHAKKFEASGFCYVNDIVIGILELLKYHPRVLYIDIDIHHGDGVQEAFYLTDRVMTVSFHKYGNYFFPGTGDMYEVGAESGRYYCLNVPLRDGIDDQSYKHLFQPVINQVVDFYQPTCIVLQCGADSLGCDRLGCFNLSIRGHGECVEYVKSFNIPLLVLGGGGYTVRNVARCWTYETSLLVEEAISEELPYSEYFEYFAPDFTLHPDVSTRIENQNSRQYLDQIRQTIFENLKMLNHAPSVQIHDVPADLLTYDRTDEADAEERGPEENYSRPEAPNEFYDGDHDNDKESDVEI
# DYRK1A inh – Dyrk1A (rat) kinase inhibition; ADP-Glo luminescence, NFATc1 peptide; inhibition, % at 12.5 µM; 310,000 compounds, 0.43% hits; in the data active = inhibition above about 50%;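 also: plate controls were vehicle with enzyme for no effect and no enzyme for full effect; many of its hits are not listed in these tables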
# HSF-1 act – increases HSF-1 driven luciferase reporter signal. activation, % at 9 µM. NIH3T3-HGL HSF-1 luciferase reporter, MG132, 8 h; 100% = twice DMSO control signal. 300,000 compounds, 1.7% hits;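 active = mean replicate activation of at least 50% with a set share of replicates each reaching 50%; inconclusive = only one of those two conditions met; inactive = mean below 50% and too few replicates reaching it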;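 also: 0% = median of the neutral control wells and 100% = twice that signal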
# GSK3 alpha inh – blocks human GSK-3 alpha kinase | ADP-Glo luminescence, 60 min | inhibition, % at 10 µM | 320,000 compounds, 0.1% hits | AID 2650;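 in the data active = inhibition above about 50%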;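 also: GST-tagged GSK-3 alpha with peptide substrate and 25 µM ATP; 0% = DMSO neutral wells and 100% = GW8510 positive control wells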
# HSF1 inh – HSF1 inhibition; NIH3T3-HGL HSE-luciferase, MG132-induced, luminescence 8 h; hits give low values; activity change, negative = inhibition, % at 7.5 µM (by protocol); 300,000 compounds, 0.77% hits; AID 2098;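 active = more than half of replicate wells show activity change below -50%, luminescence cut by over half; inconclusive = some wells, but at most half, below -50%; inactive = no replicate well below -50%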;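 also: luciferase reports HSF-1 transcriptional activity via heat shock element; 0% = median of DMSO wells and -100% = zero luminescence signal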
# PolyA inhibitor – blocks polyadenylation in yeast reporter cells. S. cerevisiae SKY197-pL101 polyadenylation reporter, beta-gal luminescence; efflux-impaired pdr1/pdr3 knockout yeast; score 100 = 6 SD above DMSO. calls only at 12 µM. 300,000 compounds, 0.02% hits. AID 1875;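 active = lowest replicate activity score at least 50, where 100 means six control SD above control mean; inconclusive = lowest score under 50 but half or more replicates reach 50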;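 also: yeast exposed to compound for 9 h at 30 °C; higher score means more reporter readthrough which indicates perturbed polyadenylation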
# AI-2 QS modul – Vibrio harveyi AI-2 quorum sensing modulation. activity change, % at 7.5 µM. 300,000 compounds, 0.4% hits. AID 2094. Vibrio harveyi JMH597 AI-2 luminescence/OD600 ratio, 9 h; hits give low values; strain lacks LuxN and CqsS sensors; 0 = neutral-control median; in the data active = activity change below about -75%, passing the limit was not always enough; inconclusive = no clear call, values can overlap the other calls;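 also: luminescence divided by OD600 gain over 9 h not by final OD600 alone; inactives centre near 13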
# Numbers without * were called inactive; i = inactive; u = inconclusive; x = not tested or not shown. This is a subset; count on the stated rates, not on these rows.
SMILES,HSP90 refold inh,Platelet DG rel,GSK3B inh,HDAC3 inhib,DYRK1A inh,HSF-1 act,GSK3 alpha inh,HSF1 inh,PolyA inhibitor,AI-2 QS modul
C1CCN=C(Nc2nc3c(s2)CCCC3)CC1,0,0,3,0,-1,20,0,16,i,42
Cc1ccc(-n2c(=O)[nH]c3c(oc4ccccc43)c2=O)cc1,1,6,-2,-2,x,-1,10,2,i,3
CC(=O)c1cc(C#N)c(NCc2cc(-c3ccccc3)no2)nc1C,-1,-8,3,2,-3,21,2,16,i,13
O=c1c2c([nH]c3ccccc13)C(=C1CCCC1)CC2,-5,-3,2,-4,3,6,-2,6,i,-1
CC1CN(C)CCC1OC(=O)c1ccccc1 (stereo not drawn),-3,-1,-1,4,-5,-19,0,-11,i,-3
Cc1ccc(C)c(NC(=O)CN2C(=O)c3ccccc3C2=O)c1,x,-12,1,-2,x,-9,4,1,i,3
Cn1c(N)c(C(=O)COC(=O)c2cc(S(=O)(=O)N3CCCCC3)ccc2Cl)c(=O)n(C)c1=O,4,-5,-1,-2,4,-7,-2,-1,i,4
CN(C)/C=N/c1nc2nccc(-c3cccs3)n2n1,0,13,2,-95,2,3,1,-3,i,44
CCOc1ccc(S(=O)(=O)Nc2ccccc2C(=O)NCc2ccco2)cc1,2,12,-2,9,6,-1,2,-4,i,16
CCCCC1=CC2=CC(=O)C(C)(OC(=O)CC)C(=O)C2=CN1Cc1ccco1 (stereo not drawn),x,-14,1,12,8,4,0,3,i,60
COc1ccc(OC)c(Nc2nc(-c3c(C)nc4ncccn34)cs2)c1,4,-6,-8,5,11,27,2,10,i,10
O=C(CCN1C(=O)COc2ccccc21)N1CCCCC1,1,-6,2,-1,4,7,-4,-5,i,15
Cc1[nH]nc2c1C(c1ccc(-c3ccccc3C#N)o1)C(C#N)=C(N)O2 (stereo not drawn),1,-4,-7,-1,27,17,14,11,i,20
CCc1cccc2c1NC1(CCCC1)CC2C (stereo not drawn),-1,22,0,2,10,29,-1,7,i,0
CCOC(=O)CC(=O)Nc1nnc(C(C)C)s1,-3,0,3,-2,2,1,-2,-8,i,29
COc1cccc(NC(=O)C2CCN(Cc3cnn(-c4ccccc4)c3-n3cccc3)CC2)c1,1,-8,1,0,-1,-6,3,10,i,9
CCc1nc2ccc(C(=O)N(C)CC(=O)Nc3ccc(Cl)c(C(F)(F)F)c3)cc2nc1CC,x,-11,-1,-3,7,17,-2,12,i,27
CCCc1cc(SCC(=O)Nc2c(C)n(C)n(-c3ccccc3)c2=O)n2c(nc3ccccc32)c1C#N,4,-1,3,-1,x,13,5,2,i,16
O=C(COc1ccc(Cl)cc1)N1CCN(c2ccc([N+](=O)[O-])c(N3CCCCC3)c2)CC1,1,4,3,3,1,28,-1,5,i,-1
CSc1cccc(NC(=O)CN(C2CCCCC2)S(C)(=O)=O)c1,1,-4,-1,6,-16,-2,-3,3,i,27
CCOC(=O)CN1C(=O)C(O)(CC(=O)c2ccccn2)c2ccccc21 (stereo not drawn),0,-5,2,-5,8,4,4,-4,i,31
Cc1ccccc1C(=O)N1CCC(C(=O)N(C)CCOc2ccccc2)CC1,-2,9,5,3,-4,-1,-2,-3,i,20
CCCCCCCCCCNC(=O)CCn1[nH]c(=O)c2ccccc2c1=O,-1,0,1,1,2,4,-2,-2,i,22
COc1cc2c(cc1OC)C1=C(C#N)COCN1CC2,0,1,1,3,1,-11,10,-4,i,29
COc1ccc(NS(=O)(=O)c2ccc(S(=O)(=O)N3CCCC3)cc2)cc1,1,1,-3,1,4,-5,-5,4,i,15
Cc1cc2oc(C(=O)N(Cc3ccc(N(C)C)cc3)CC3CCCO3)c(C)c2cc1C (stereo not drawn),-2,-4,-1,6,-6,-6,-2,23,i,16
Nc1ccc(Oc2ccc(F)cc2)nc1,5,-3,-2,-1,x,0,-4,-1,i,1
COCCCn1c(C(=O)N2CC(C)OC(C)C2)cc2c(=O)n3ccccc3nc21 (stereo not drawn),-5,0,0,-158,2,-1,-1,-4,i,12
Cc1cnc(NC(=O)c2c(Cl)cnn2C)s1,-2,-3,2,3,16,-16,-1,7,i,6
COc1ccc(C(=O)NNC2=Nc3cccc4cccc2c34)cc1,-6,6,4,-1,-1,-9,0,1,i,-2

# Looked up by compound from above:
SMILES,HSP90 refold inh,Platelet DG rel,GSK3B inh,HDAC3 inhib,DYRK1A inh,HSF-1 act,GSK3 alpha inh,HSF1 inh,PolyA inhibitor,AI-2 QS modul
COc1ccc(NS(=O)(=O)c2ccc(S(=O)(=O)N3CCCC3)cc2)cc1,1,1,-3,1,4,-5,-5,4,i,15
COCCCn1c(C(=O)N2CC(C)OC(C)C2)cc2c(=O)n3ccccc3nc21 (stereo not drawn),-5,0,0,-158,2,-1,-1,-4,i,12

# (cont.)
SMILES,HSP90 refold inh,Platelet DG rel,GSK3B inh,HDAC3 inhib,DYRK1A inh,HSF-1 act,GSK3 alpha inh,HSF1 inh,PolyA inhibitor,AI-2 QS modul
O=C(Nc1nc2ccccc2n1Cc1ccccc1)c1ccc(COc2ccccc2[N+](=O)[O-])o1,5,-2,4,1,6,5,-1,-2,i,18
C=CCN(CC(=O)O)S(=O)(=O)c1ccccc1C(F)(F)F,0,0,-6,-1,-4,-1,0,3,i,-5
CCc1cc(-c2n[nH]c(C)c2-c2nc3ccccc3n2C)c(O)c(CN2CCN(C)CC2)c1O,2,0,1,-3,x,8,-2,-2,i,4
CCC1CCCCN1CCCNC(=O)CN1C(=O)c2cccnc2Oc2ccc(C)cc21 (stereo not drawn),0,-3,0,5,-3,17,-1,-2,i,15
O=C(Oc1ccc(NC2=NS(=O)(=O)c3ccccc32)cc1)c1cccnc1,4,-4,-1,4,-1,52*,3,16,i,36
CCOc1ccc(NC(=O)CSc2nc3[nH]ncc3c(=O)[nH]2)cc1,x,4,-1,5,5,4,0,-7,i,20
O=C(OCCCOC(=O)c1ccccc1O)c1ccccc1O,2,-6,0,-1,x,-13,0,2,i,0
CCC(=O)Nc1ccc(C(=O)OCC(=O)c2ccc(C)c([N+](=O)[O-])c2)cc1,0,-1,0,-3,-1,13,2,0,i,31
Cc1nc2ncnn2c(N2CCN(C(c3ccccc3)c3ccccc3)CC2)c1C,2,12,-7,8,10,-13,3,-1,i,6
N#Cc1ccc(CSc2nnc(NC(=O)C3CCCO3)s2)cc1 (stereo not drawn),3,2,3,-6,3,6,0,1,i,36
Cc1ccc(Cn2cnc3ccccc32)cc1C,-1,6,0,3,3,-10,-2,-2,i,-11
O=c1nc(Nc2ccc(Br)cc2)sc2ccc([N+](=O)[O-])cc12,-4,-8,1,2,x,-4,3,-1,i,19
C[C@@H]1NC(=O)c2cc([N+](=O)[O-])cc(I)c2NCC[C@@H](C(N)=O)NC(=O)[C@H](CC(N)=O)NC1=O,-4,x,x,14,-1,x,-2,x,x,x
CC(C)NCCOCCOc1ccc(Cl)cc1Br,-2,-9,0,2,-6,17,-3,9,i,-1
Cc1cc(-c2nnc(CCC(=O)NCc3cc(F)cc(C(F)(F)F)c3)o2)no1,3,-13,-7,-6,11,-10,-2,7,i,9
CCCNC(=S)Nc1ccc(S(N)(=O)=O)cc1,0,-9,0,-1,2,-9,-2,-10,i,5
O=C(Nc1ccc2ccccc2n1)c1ccccc1Cl,16,4,0,1,-9,61*,-2,28,i,2
COc1ccc(OC)c(CCNC(=O)c2ccc(CS(=O)Cc3cccc(Cl)c3)o2)c1 (stereo not drawn),-2,11,1,-6,0,-8,0,-1,i,19
COc1ccc(NS(=O)(=O)c2cc(NC(=O)c3nn(C)c(=O)c4ccccc34)ccc2OC)cc1,2,-4,2,0,x,11,5,16,i,19
COc1ccc(N2CCN(S(=O)(=O)c3cccc(C(F)(F)F)c3)CC2)cc1,-1,-6,4,-1,1,11,x,1,i,12
O=C(NCCC1CCCCN1S(=O)(=O)c1ccccc1)C(=O)NCC1CCCO1 (stereo not drawn),x,2,1,x,-3,-1,-1,-5,i,27
CC(C(=O)O)n1nc(-c2ccccc2)c2ccccc21 (stereo not drawn),4,11,3,-8,-3,11,-1,-9,i,16
CS(=O)(=O)N1CCN(CC(=O)NC2CCCCC2)CC1,0,-2,1,-2,0,9,-2,-8,i,12
COc1cc(CNc2ccc(CNc3ncn[nH]3)cc2)ccc1OCC(=O)NC(C)(C)C,5,-13,1,-1,-8,14,-2,12,i,-1
Cc1cc(C)c(S(=O)(=O)N2CCN(S(=O)(=O)N3CCOCC3)CC2)c(C)c1,3,4,3,-9,3,-2,-2,-4,i,28
O=C(COC(=O)/C=C/c1cnc2ccccc2n1)NCC(F)(F)F,0,4,-2,-3,-10,-1,-1,6,i,17
C=CCn1c(=O)c(C(=O)Nc2ccccc2O)c(O)c2ccccc21,-2,12,0,5,-6,26,x,14,i,19
Cc1ccc(C(=O)NCC(=O)N2CCC3(CC2)NCCc2[nH]cnc23)cc1C,-2,10,0,9,-4,-2,-2,-4,i,7
O=C(O)c1cccc(N2C(=O)c3ccc(C(=O)c4cccc([N+](=O)[O-])c4)cc3C2=O)c1,0,1,3,-4,-5,-21,-2,-6,i,5
COc1ccc(CCNC(=O)/C=C/C(=O)O)cc1,-1,-1,-2,0,-1,u,1,12,i,44
Cc1cc(C)cc(NC(=O)c2cc(=O)c3ccccc3o2)c1,3,-5,-1,-1,0,4,1,3,i,-5
COc1ccc(C2c3[nH]c4ccccc4c3CCN2Cc2cccn2-c2ncccn2)cc1C (stereo not drawn),5,5,8,6,6,-10,0,-11,i,42
N#CCC(CNc1ncc(C(F)(F)F)cc1Cl)OC(=O)c1ccc(Cl)cc1 (stereo not drawn),-3,0,0,u,-1,-36,6,-25,i,13
CC(C(=O)OCC(=O)c1c(N)n(C)c(=O)n(C)c1=O)N1C(=O)c2ccccc2C1=O (stereo not drawn),0,-5,0,5,12,-7,-2,-1,i,8
O=S(=O)(c1ccc(Br)s1)N1CCC2(CC1)OCCO2,0,-6,1,1,1,4,0,3,i,30
O=C(NCCCCNC(=O)c1cccnc1Cl)c1cccnc1Cl,-3,0,3,0,0,-9,-4,1,i,16
COCCNC(=O)CSc1nc2ccc(N3CCOCC3)cc2c(=O)n1CCc1ccccc1,8,13,0,-2,2,10,10,4,i,-2
O=c1[nH]c2ccc(N=Cc3c(O)ccc4cc(Br)ccc34)cc2[nH]1,4,-6,3,x,15,-7,x,-4,i,21
Cc1cc[n+](-c2[nH]c(=O)sc2/C=N/N=C(\[O-])CCn2c3ccccc3c3ccccc32)cc1,1,13,3,3,2,2,2,3,i,-3
C#CCOCCOCCOCCNc1nc(OC)nc(N2CCN(C(=O)[C@H](CCCCN)n3cc(C(N)CO)nn3)CC2)n1 (stereo partly drawn),x,1,0,x,x,-4,x,0,i,43
Cn1c(SCC(=O)NCc2ccco2)nnc1-c1ccc(S(=O)(=O)N2CCOCC2)cc1,2,-4,-3,1,-1,-1,-4,3,i,18
